# Screening results deposited in PubChem by National Center for Advancing Translational Sciences (NCATS).
# ELG1 repair inh – inhibitors of ELG1-dependent DNA repair in HEK293T cells; HEK293T ELG1-luciferase reporter, luminescence, 16 h; DNA damage induced by 5-fluorouridine; Potency, µM (highest dose often 46.1 µM), for inactives: top-dose activity change, negative = inhibition, hits mostly inhibitors; hit rate 2.3% among 330,000; AID 504467; further: potency means the concentration at half of the fitted maximal effect; on the % scale 0 is the no-effect control and ±100 the full control effect; nearly all actives have a fitted effect of over 55% in size
#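 Cells (2,000 per well) received 5-fluorouridine plus test compound or DMSO and were incubated 16 hr at 37 °C, 5% CO2. Luciferase activity was read by luminescence 30 min after ONE-Glo addition; signal suppression marked inhibition of damage-induced ELG1 function.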
# TCR act – activators of T cell receptors; primary human leukocytes, anti-CD3, IL-2 HTRF, 48 h; Potency, µM (titrated, usually from 9.22 µM), for the others: top-dose activation of IL-2 secretion, most hits filed as activators; 330,000 tested, under 10 active; further: % of control where 0% means no effect
#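 Compounds are tested in HTS on primary human leukocytes co-incubated with a-CD3 beads for 48 hr. IL-2 output is measured by time-resolved FRET.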
# USP2a block – blocks human ubiquitin-specific protease USP2a; USP2 core, Ub-CHOP2 coupled fluorogenic reporter, 485/531; Potency, µM (top dose mostly 38.3 µM), for the others: top-dose activity change, negative = inhibition, hits mostly inhibitors; O75604; hit rate 0.01% among 330,000;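 further: potency means the concentration at half of the fitted maximal effect; plate controls were DMSO wells for no effect and full inhibition by NEM control for full effect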
# Target sequence (O75604 whole entry, looked up): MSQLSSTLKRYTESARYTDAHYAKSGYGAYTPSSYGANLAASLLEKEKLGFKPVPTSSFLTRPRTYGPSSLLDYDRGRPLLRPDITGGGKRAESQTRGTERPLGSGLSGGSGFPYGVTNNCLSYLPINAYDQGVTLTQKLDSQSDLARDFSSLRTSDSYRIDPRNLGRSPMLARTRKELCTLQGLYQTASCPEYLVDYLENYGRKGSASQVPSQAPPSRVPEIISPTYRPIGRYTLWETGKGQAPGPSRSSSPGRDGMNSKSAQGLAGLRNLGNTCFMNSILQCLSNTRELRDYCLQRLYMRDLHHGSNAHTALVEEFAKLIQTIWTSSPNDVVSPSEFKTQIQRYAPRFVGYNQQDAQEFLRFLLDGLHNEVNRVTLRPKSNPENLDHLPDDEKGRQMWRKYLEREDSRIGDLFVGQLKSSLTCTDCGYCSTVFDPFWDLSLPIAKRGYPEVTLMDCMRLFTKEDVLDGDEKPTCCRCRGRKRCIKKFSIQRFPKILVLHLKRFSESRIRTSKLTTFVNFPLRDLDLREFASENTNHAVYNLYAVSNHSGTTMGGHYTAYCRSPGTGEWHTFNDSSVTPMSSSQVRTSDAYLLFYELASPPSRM
#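 Deubiquitinase activity read as fluorescence (485/531 nm) after Ub-CHOP2 cleavage activates the enterokinase reporter on its substrate; USP2 core 10nM, Ub-CHOP2 and substrate 25nM each, 30min compound preincubation then 60min RT; data normalized to NEM, curves fitted.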
# AT treatment – candidate therapy for ataxia-telangiectasia | Potency, µM (highest dose often 57.5 µM), for the others: top-dose activation, usual class: activators | hit rate 0.19% among 320,000 | […] A-T fibroblasts, KAP-1 phosphorylation AlphaLISA; neocarzinostatin DNA damage 30 min before lysis; further: potency means the concentration at half of the fitted maximal effect; % of control where 0% means no effect; nearly all actives have a fitted effect of over 45% in size
#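 ATM-like activity read as KAP-1 phosphorylation via AlphaLISA donor/acceptor antibody pairs after lysis and 6 hr at 25C. Cells were ATM-null patient fibroblasts ([…], hTERT), dosed 60 min, then exposed to the DSB inducer NCS for 30 min.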
# TSHR antagonist – human thyrotropin receptor antagonism | activity change, negative = inhibition, % at 11.5 µM | TSHR-expressing cells, TSH-stimulated cAMP HTRF, 2 h; active compounds read low | P16473 | hit rate 0.2% among 330,000;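 active means activity change below a set negative limit, meaning inhibition stronger than a set level, cut at about -70% in these data; inconclusive means activity change between two set negative limits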; further: on the % scale 0 is the no-effect control and ±100 the full control effect
#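 Antagonism was scored as loss of TSH-driven cAMP in TSHR cells, stimulated with 4nM TSH (EC80) for 2 hours at 37 deg C and detected by homogeneous HTRF competition immunoassay.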
# Mito fusion yeast – mitochondrial division inhibition or fusion activation | S. cerevisiae fusion-defective mutant growth rescue, CellTiterGlo 48 h | Potency, µM (top dose mostly 46.1 µM), without a hit: at the top dose growth rescue (activation), most hits filed as activators | hit rate 0.23% among 320,000 | AID 485298;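 further: potency means the concentration at half of the fitted maximal effect; % of control where 0% means no effect; nearly all actives have a fitted effect of over 45% in size; temperature-sensitive fusion mutants such as fzo1-1 at 37 °C on non-fermentable ethanol glycerol medium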
#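 Compounds are tested for their ability to restore growth of mitochondrial fusion-defective yeast strains at non-permissive 37C in YPEG medium over 48 hours. Viability is quantified by luciferase luminescence.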
# KCNH2 WT inh – KCNH2 (human, wildtype) channel inhibition | Q12809 | U2OS, BacMam KCNH2, thallium flux FluxOr; active compounds read low | activity change, % at 1.84 µM | hit rate 0.37% among 340,000 | AID 720551;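 active means maximum activity change below -70%; inconclusive means maximum activity change between -70% and -50%; inactive means maximum activity change above -50%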; further: on the % scale 0 is the no-effect control and ±100 the full control effect
#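 U2OS cells were transduced with wild-type KCNH2 virus (2.03 x 10^8 / mL) for 4 h at room temperature, then cultured overnight at 37 C. Thallium flux was read with FluxOr dye. Rate constants were normalized to DMSO controls.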
# KCNH2 3.1 block – KCNH2 3.1 (human) potassium channel inhibition. U2OS KCNH2 3.1, thallium flux FluxOr; active compounds read low. activity change, % (tested at about 1.8 µM). AID 720553. hit rate 0.95% among 340,000;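 active means maximum activity change below -70%; inconclusive means maximum activity change from -70% to -50%; inactive means maximum activity change above -50%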;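 further: thallium influx rate constant from kinetic fluorescence after stimulation buffer; on the % scale 0 is the no-effect control and ±100 the full control effect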
#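 Thallium flux via FluxOr fluorescence (Red40 quencher, 45 min loading) in U2OS cells virally expressing the KCNH2 3.1 isoform (1.77 x 10^8 /mL virus, overnight at 37 C). Rate constants from 2-min kinetic reads post-stimulation, normalised to positive and negative controls.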
# TRPV1 agonist – human TRPV1 agonism; Q8NER1; TRPV1-expressing cells, Fluo-8 calcium influx, agonist mode; activation, % at 8.33 µM; hit rate 0.19% among 320,000; in the data active means activation above about 80%; inconclusive means between about 30% and that limit; further: 0% is about no effect
#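 TRPV1-expressing cells were cultured overnight at 35.5C and loaded with Fluo-8 calcium dye for 40 to 90 min at room temperature. After a 10 s baseline, compound was added and calcium influx was read kinetically for 3 min (ex 480/em 520 nm).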
# Eya2 phos inh – blocks the phosphatase activity of human Eya2 | recombinant Eya2, OMFP fluorescence dephosphorylation (OMFP is methylfluorescein phosphate) | hit rate 0.006% among 330,000 | O00167 | AID 488837 | Potency, µM (doses to about 76.9 µM), inactives show top-dose activity, negative = inhibition, usual class: inhibitors; further: potency means the concentration at half of the fitted maximal effect; on the % scale 0 is the no-effect control and ±100 the full control effect
# Target sequence (O00167 whole entry, looked up): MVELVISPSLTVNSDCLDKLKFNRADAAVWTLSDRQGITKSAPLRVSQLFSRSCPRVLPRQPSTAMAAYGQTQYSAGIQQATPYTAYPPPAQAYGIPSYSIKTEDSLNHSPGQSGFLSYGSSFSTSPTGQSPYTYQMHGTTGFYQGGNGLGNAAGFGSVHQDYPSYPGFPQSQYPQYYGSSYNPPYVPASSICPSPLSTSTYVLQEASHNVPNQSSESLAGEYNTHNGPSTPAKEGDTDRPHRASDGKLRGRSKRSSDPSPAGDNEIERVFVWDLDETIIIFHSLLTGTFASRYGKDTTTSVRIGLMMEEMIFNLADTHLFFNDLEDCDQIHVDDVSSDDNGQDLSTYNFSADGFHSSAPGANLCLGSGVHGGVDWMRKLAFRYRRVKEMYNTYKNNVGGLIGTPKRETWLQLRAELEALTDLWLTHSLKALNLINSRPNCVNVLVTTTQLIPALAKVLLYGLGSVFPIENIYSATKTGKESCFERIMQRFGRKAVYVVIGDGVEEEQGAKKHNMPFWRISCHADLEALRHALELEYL
#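 Eya2 protein (added as 0.2 uM solution) was preincubated with compound for 10 min at ambient temperature in 50 mM HEPES pH 7.5, 50 mM NaCl, 5 uM MgCl2, 0.05% BSA, 1 mM DTT. OMFP (added at 50 uM) then reacted 10 min; fluorescence read at 485/525 nm.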
# The depositor's hits bear a star; u = inconclusive; x = not tested or not shown; [ ] = dose if it differs, or a comment. Unless noted, the call rests on the fitted dose curve; in most records, active means well fitted curve in the direction sought with a large enough effect; inconclusive means small, poorly fitted or top-dose-only effect, or another doubt; inactive means no such curve, though single readings can be large; an effect the other way counts as inactive or inconclusive. The list is partial, so the mix of outcomes need not match the whole.
SMILES,ELG1 repair inh,TCR act,USP2a block,AT treatment,TSHR antagonist,Mito fusion yeast,KCNH2 WT inh,KCNH2 3.1 block,TRPV1 agonist,Eya2 phos inh
CCC1Oc2ccccc2N(CC(=O)NCCC2=CCCCC2)C1=O (configuration not stated),1%,x,-3%,13%,-34,3%,-8,-10,-2,-3%
CCCCn1c(NS(=O)(=O)c2ccc(C)cc2)c(S(=O)(=O)c2ccccc2)c2nc3ccccc3nc21,u,2%[46.1 µM],1%,5%,24,-5%,1,3,2,-10%
NC(=O)C1CCN(C(=O)CCc2nc3sc4c(c3c(=O)[nH]2)CCCC4)CC1,-2%,-1%,4%,4%,2,1%,-6,-11,-1,17%
CCOC(=O)C1CCCN(C2=NC(=O)/C(=C/c3ccc(O)c(OC)c3)S2)C1 (configuration not stated),u,1%,15%,2%,-5,5%,0,-1,-4,u
CN(C)S(=O)(=O)c1ccc2oc(SCC(=O)NCC(F)(F)F)nc2c1,-2%,-1%,-10%,-22%,-22,-2%,-4,1,1,23%
COc1cc2c(cc1NC(=O)C(C)N1CCN(S(=O)(=O)c3ccccc3[N+](=O)[O-])CC1)oc1ccccc12 (configuration not stated),-14%,0%,-4%,1%,22,-2%,7,-6,2,33%
Cc1cccn2cc(COc3cccc([N+](=O)[O-])c3)nc12,u,x,0%,0%,8,2%,-7,-9,3,4%
O=C(CN1CCCCC1)NN(Cc1ccccc1)c1ccccc1,10%,8%,0%,-2%,1,-1%,-5,-43,-3,4%
O=C(COC(=O)c1cc(=O)[nH]c2ccccc12)NC1CCCCCCC1,5%,4%,2%,-4%,-2,-4%,3,-5,0,10%
CCC(C)[C@H](NC(=O)N1CC(=O)Nc2ccccc21)C(=O)Nc1nccs1 (some centres not stated),9%,-6%,5%,15%,53,-3%,-34,22,3,3%
O=C(O)c1ccc(N/N=C/c2cn(Cc3ccc(F)cc3)c3ccccc23)cc1,u,-43%,-2%,-8%,-22,-3%,-2,5,2,1%
CCCSC1=C(C#N)C(c2ccccc2C)C(C(=O)OC)C(=O)N1 (configuration not stated),-7%,-1%,3%,13%,-9,1%,-11,4,2,-5%
COc1ccc(S(=O)(=O)N2CCN(C(=O)c3c(C)nn(-c4ccccc4)c3Cl)CC2)cc1,u,0%,-1%,-6%,0,6%,1,-3,12,0%
CC12CCC(C(=O)NCc3ccccc3)(OC1=O)C2(C)C (configuration not stated),4%,-1%,2%,16%,19,6%,5,14,1,3%
COc1ccccc1NS(=O)(=O)NC(=O)c1cn(C)c2ccccc12,2%,1%,2%,-12%,13,1%,-11,3,1,-18%
Cc1cc(C)cc(NC(=O)C2(c3cccs3)CCOCC2)c1,4%,-3%[46.1 µM],3%,-3%,-5,-1%,15,1,-5,0%
Cc1ccccc1Cn1c(C)nc2ccc([N+](=O)[O-])cc2c1=O,-5%,0%,1%,11%,4,7%,-12,2,-14,3%
Cc1cc(Cl)ccc1OCC(O)CNCCc1ccc(S(N)(=O)=O)cc1 (configuration not stated),-12%,12%,-5%,-11%,11,-6%,u,-98*,2,-2%
Cc1ccnc(NC(=O)COc2c(C)cc(C)cc2[N+](=O)[O-])c1,12%,0%[46.1 µM],3%,1%,7,u,-4,6,1,11%
Cc1ccc(NC(=O)CCNS(=O)(=O)c2ccc3[nH]c(=O)oc3c2)c(Cl)c1,11%,7%,3%,x,-10,11%,14,3,13,11%
C=CCn1c(SCC(=O)Nc2nc(C)cs2)nnc1C(C)NC(=O)c1ccccc1Cl (configuration not stated),-3%,-3%[46.1 µM],6%,x,-6,0%,-14,10,2,-4%
CN=C(Nc1cc(C)nn1CCC#N)c1ccccc1,-2%,x,2%,-5%,-16,-1%,-1,3,-3,4%[15.4 µM]
CC1(C)Cc2cccc(OCC(O)CNCc3ccccn3)c2O1 (configuration not stated),0%,-1%,0%,12%,-2,-3%,5,-2,2,-7%
COc1ccccc1CNC(=O)c1ccccc1C(=O)NC(C)(C)C(=O)NCc1ccccc1OC,-24%,-2%,3%,-2%,12,6%,-1,2,-8,12%
C=C(c1ccc(OC)cc1)c1ccc(OC)cc1,8%,-3%,2%,3%,8,1%,-6,-3,0,28%

# Whole records as entered above:
# `Cc1ccc(NC(=O)CCNS(=O)(=O)c2ccc3[nH]c(=O)oc3c2)c(Cl)c1` is listed with ELG1 repair inh: 11%; TCR act: 7%; USP2a block: 3%; AT treatment: x; TSHR antagonist: -10; Mito fusion yeast: 11%; KCNH2 WT inh: 14; KCNH2 3.1 block: 3; TRPV1 agonist: 13; Eya2 phos inh: 11%
# `O=C(COC(=O)c1cc(=O)[nH]c2ccccc12)NC1CCCCCCC1` is listed with ELG1 repair inh: 5%; TCR act: 4%; USP2a block: 2%; AT treatment: -4%; TSHR antagonist: -2; Mito fusion yeast: -4%; KCNH2 WT inh: 3; KCNH2 3.1 block: -5; TRPV1 agonist: 0; Eya2 phos inh: 10%
# `Cc1cc(Cl)ccc1OCC(O)CNCCc1ccc(S(N)(=O)=O)cc1` (configuration not stated) is listed with ELG1 repair inh: -12%; TCR act: 12%; USP2a block: -5%; AT treatment: -11%; TSHR antagonist: 11; Mito fusion yeast: -6%; KCNH2 WT inh: u; KCNH2 3.1 block: -98*; TRPV1 agonist: 2; Eya2 phos inh: -2%

# Following part
SMILES,ELG1 repair inh,TCR act,USP2a block,AT treatment,TSHR antagonist,Mito fusion yeast,KCNH2 WT inh,KCNH2 3.1 block,TRPV1 agonist,Eya2 phos inh
COc1cc(C(=O)OCC(=O)NCc2ccc(F)cc2)cc(NC(=O)c2cccs2)c1OC,21µM*,-3%[46.1 µM],-5%,3%,1,16%,-4,8,u,3%
COc1ccccc1COc1ccc2c(C)c(CC(=O)O)c(=O)oc2c1C,-2%,9%,3%,2%,-17,10%,-4,-3,2,13%
O=C(NCCc1ccccc1)C(=O)NCC(c1ccco1)N1CCOCC1 (configuration not stated),15%,16%,3%,6%,-3,-6%,-3,11,-3,-5%
CN(C)S(=O)(=O)c1cccc(-c2nn(-c3ccccc3)cc2/C=C(/C#N)C(=O)NCc2ccco2)c1,u,3%[46.1 µM],1%,-1%,-22,0%,-16,-12,u,-14%
C[C@H](NC(=O)OC(C)(C)C)C(=O)N/N=C/C1=Cc2ccccc2OC1,u,-2%,1%,0%,7,7%,-15,2,3,0%
Cc1ccc2c(Cl)c(C(=O)Nc3nn[nH]n3)sc2c1,8%,-1%,-1%,-6%,-7,2%,-2,-15,-1,-6%
COc1ccc(/C=C/c2ccc3ccccc3[n+]2C)cc1OC,u,0%,-2%,-9%,-21,u,3,5,-5,11%
COc1cc(C2SCC(=O)N2c2c(C)n(C)n(-c3ccccc3)c2=O)ccc1O (configuration not stated),-14%,-13%,0%,u,-26,15%,-8,5,7,-15%
O=C(CSc1ncn[nH]1)NCCOc1ccccc1,u,6%,-1%,9%,1,4%,3,-1,-1,-5%
COc1ccc(CN(C)CC(O)COC(c2ccccc2)c2ccccc2)c(OC)c1OC (configuration not stated),u,-7%,-1%,6%,-4,-14%,u,-86*,3,-3%
O=C(c1cc2ccccc2oc1=O)N1CCN(Cc2ccc3c(c2)OCO3)CC1,1%,3%,4%,-5%,12,-1%,0,-4,4,-1%
Cc1ccc(S(=O)(=O)N2CCN(C(=S)NCCc3ccccc3)CC2)cc1,u,0%,-8%,3%,-5,4%,-11,-3,3,-7%
COc1ccccc1N(CC(=O)Nc1ccc(S(=O)(=O)N2CCOCC2)cc1)S(C)(=O)=O,-2%,-1%,-5%,7%,20,7%,10,3,-1,u
Cc1ccc(S(=O)(=O)N(C)C)cc1NC(=O)C1CCCN(C(=O)c2ccc(Cl)cc2)C1 (configuration not stated),1%,-2%,-1%,-10%,4,-3%,-6,-9,0,7%
N/C(=N\OC(=O)c1cccc([N+](=O)[O-])c1)c1cccnc1,u,1%[46.1 µM],6%,-4%,-4,-2%,1,4,1,0%
CC(C)C(=O)N1CCN(c2ccccc2NC(=O)c2ccc(Br)o2)CC1,u,5%,1%,11%,46,x,-8,-17,x,1%
CCCOC1OC(=O)c2c1ccc(OC)c2OC (configuration not stated),14%,8%[46.1 µM],1%,4%,8,-3%,14,9,3,3%
COC(=O)c1cc(S(=O)(=O)NCC2CCN(CCc3cccs3)CC2)cn1C,17%,-1%,-3%,u,14,5%,14,-12,7,4%
C[C@@H]1O[C@@H](OC[C@H]2O[C@@H](Oc3c(-c4ccc(O)cc4)oc4cc(O)cc(O)c4c3=O)[C@H](O)[C@@H](O)[C@@H]2O)[C@H](O)[C@H](O)[C@H]1O,0%,5%,-1%,1%,-11,-4%,9,-1,-1,4%
CCCCOc1ccc(-c2nc(/C=N/c3nccs3)c(O)o2)cc1,u,-8%[46.1 µM],5%,0%,8,-4%,-10,4,-1,-2%
C/C(=N\NC(=O)COc1ccccc1)c1ccc(O)cc1,u,3%,-1%,0%,-2,-10%,5,-3,-4,-5%
c1ccc(-c2nc3c(ccc4ccccc43)[nH]2)nc1,u,-5%[46.1 µM],0%,6%,-19,11%,6,2,u,-17%
